Source: PubChem BioAssay (National Center for Advancing Translational Sciences (NCATS))
ATXN viability: cell viability loss in ATXN counter-screen; 400,000 tested, 0.49% active; S2 cells (HEK-293 line with an ATXN2-luciferase reporter) viability, CellTiter-Fluor protease fluorescence, 24 h; Potency, µM (highest dose often 56.7 µM), most hits filed as cytotoxic; note: potency is the fitted concentration of half-maximal effect; nearly all actives have a fitted effect of over 40% in size
SW480 rereplic: induces DNA re-replication in SW480 colon adenocarcinoma cells. SW480 DNA re-replication, Hoechst DNA content imaging, 48 h. Potency, µM (series often up to 46.1 µM), without a hit: at the top dose re-replication activation, usual class: activators. 340,000 tested, 1.8% active. AID 624297; note: potency is the fitted concentration of half-maximal effect; % of control where 0% means no effect; nearly all actives have a fitted effect of over 55% in size
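Image-based read-out: total Hoechst fluorescence of nuclei (405 nm excitation, 500-530 nm emission), with hits raising the fraction of high-intensity nuclei. SW480 colon cells incubated 48 hr with compounds at 37 C.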
ATXN2 expr inh: inhibitors of ATXN2 expression; Potency, µM (highest dose often 57 µM), without a hit: top-dose activity change, negative = inhibition, most hits filed as inhibitors; 360,000 tested, 0.72% active; HEK-293 ATXN2-luciferase reporter, luminescence, 24 h; note: potency is the fitted concentration of half-maximal effect; % is set by controls: 0 for no effect and ±100 for the full control effect; nearly all actives have a fitted effect of over 55% in size
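ATXN2-luciferase reporter cells (luciferase flanked by upstream and downstream ATXN2 gene portions) were treated 24 h at 37 °C with compounds at up to 57 uM. SteadyGlo luminescence gave expression; GF-AFC fluorescence gave viability.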
MCF10A rereplic: induces DNA re-replication in MCF 10a normal breast cells; MCF 10A DNA re-replication, Hoechst nuclear intensity, 48 h; Potency, µM (series often up to 46.1 µM), without a hit: top-dose activity, positive = re-replication, most hits filed as activators; 350,000 tested, 2.9% active; note: potency is the fitted concentration of half-maximal effect; % of control where 0% means no effect; nearly all actives have a fitted effect of over 50% in size
KB-3-1 tox: kills parental KB-3-1 adenocarcinoma cells | 400,000 tested, 1.4% active | Potency, µM (highest dose often 46.1 µM), for the others: at the top dose activity change, negative = cytotoxic, hits mostly cytotoxic | KB-3-1 viability, CellTiter-Glo ATP luminescence, 72 h | AID 1347075; note: potency is the fitted concentration of half-maximal effect; % is set by controls: 0 for no effect and ±100 for the full control effect; nearly all actives have a fitted effect of over 60% in size
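Multi-concentration cytotoxicity screen in KB-3-1 cells grown in DMEM lacking phenol red with 10% FBS. After 72 h at 37 °C with compound, ATP-dependent luminescence was recorded.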
HepG2 viability: counter-screen for TGF-b inhibitors: cytotoxicity in HepG2 cells. Potency, µM (top dose mostly 46.1 µM), for inactives: at the top dose activity change, negative = cytotoxicity, most hits filed as cytotoxic. HepG2 CAGA-GFP viability, ATP luminescence, 18 h. AID 588856. 410,000 tested, 0.76% active; note: potency is the fitted concentration of half-maximal effect; some results filed as inactive show a strong effect at the top dose
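CellTiter-Glo luminescence gave cytotoxicity after 18 hours at 37 degrees C. The cells were HepG2 CAGA-GFP in 1% FBS DMEM, stimulated with 500 pg/mL TGF-beta after compound addition. %Activity was normalised to no-cell wells (complete cell-killing) and DMSO (no toxicity), and curves were fitted and classified.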
HT1080 IDH1KD tx: kills HT-1080 cells with IDH1 knockdown; HT-1080 IDH1 knockdown viability, ATP luminescence, 48 h; 360,000 tested, 2% active; AID 686971; Potency, µM (highest dose often 46.1 µM), without a hit: at the highest dose activity, negative = toxicity, usual class: cytotoxic;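 note: potency is the fitted concentration of half-maximal effect; 0% = DMSO wells and -100% = cell-free medium wells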
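Assay cells: HT-1080 with IDH1 knockdown, 750 per well, RPMI/5% FBS. Exposure: 48 h at 37 °C following 2 h pre-incubation. Read: CellTiter-Glo luminescence; fitted concentration-response, curve class assigned.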
IL-1B inflam inh: inhibitors of inflammasome signaling (IL-1 beta secretion) | THP-1 LPS/ATP IL-1B secretion, AlphaLISA, 16 h; hits give low values | activity change, % at 57.5 µM | 360,000 tested, 4.7% active | AID 743279; in the data active = activity change below about -50%; inconclusive = mostly about -30% to -49%; note: % is set by controls: 0 for no effect and ±100 for the full control effect
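THP-1 cells pretreated 1 hr with compounds (up to 57.5 uM final), then stimulated with LPS (250 ng/mL final) plus ATP (1.25 mM final); secreted IL-1B measured by AlphaLISA after 16 hr, decreased signal indicating inhibition.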
HT1080-NT tox: kills 2HG-producing HT-1080-NT fibrosarcoma cells; HT-1080-NT fibrosarcoma viability, CellTiter-Glo ATP luminescence, 48 h; Potency, µM (series often up to 46.1 µM), for the others: at the top dose activity, negative = less viability, hits mostly cytotoxic; 360,000 tested, 1.6% active;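 note: NT is the 2HG producing partner of a matched IDH1 knockdown line; potency is the fitted concentration of half-maximal effect; 0% = DMSO-treated cells and -100% = media-only wells without cells; nearly all actives have a fitted effect of over 55% in size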
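Compounds were tested in concentration-response format on HT-1080-NT cells for 48 hours at 37 degrees C. Cell viability came from CellTiter-Glo luminescence; curves were classified by r2, response magnitude and activity.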
Starred values were filed as active, the others as inactive; [ ] = dose if it differs, or a comment. Unless noted, calls come from the whole dose curve; as a rule, active = well fitted curve in the direction sought with a large enough effect; inconclusive = small, poorly fitted or top-dose-only effect, or another doubt; inactive = no such curve, though single readings can be large; an effect the other way counts as inactive or inconclusive. Compounds were not picked by outcome, and some 8.9% of all compounds hit somewhere here.

For Cc1onc(-c2ccccc2)c1C(=O)N1CCC(C)(C(=O)NS(=O)(=O)C2CC2)C1 (stereo not given) the results were ATXN viability inconclusive, ATXN2 expr inh 10%, KB-3-1 tox 8%, HepG2 viability 10%, HT1080 IDH1KD tx 9%, IL-1B inflam inh 16 and HT1080-NT tox 15%.
Screening Cc1ccc(NC(=O)/C(=C/c2ccc([N+](=O)[O-])cc2)NC(=O)c2ccccc2)cc1 returned ATXN viability inactive, SW480 rereplic -1%, ATXN2 expr inh 9%, MCF10A rereplic 8%, KB-3-1 tox 1%, HepG2 viability -22%, HT1080 IDH1KD tx -24%, IL-1B inflam inh 27 and HT1080-NT tox -1%.
For Cc1nn(-c2cccc(C(=O)O)c2)c(C)c1Oc1ccccc1O the results were ATXN viability inactive, SW480 rereplic 1%, ATXN2 expr inh 4%, MCF10A rereplic 4%, KB-3-1 tox -5%, HepG2 viability 13%, HT1080 IDH1KD tx 19%, IL-1B inflam inh 27 and HT1080-NT tox 28%.
For O=C(NCc1ccc(Cl)c(Cl)c1)c1cc(C2CCCCN2C(=O)CCc2ccccc2)on1 (stereo not given) the results were ATXN viability inactive, ATXN2 expr inh 7%, KB-3-1 tox -1%, HepG2 viability -27%, HT1080 IDH1KD tx 10%, IL-1B inflam inh -12 and HT1080-NT tox 7%.
`O=C(NCCN1CCOCC1)c1cc2ccccc2o1` gave ATXN viability inactive, SW480 rereplic -1%, ATXN2 expr inh 3%, MCF10A rereplic 0%, KB-3-1 tox 17%, HepG2 viability -35%, HT1080 IDH1KD tx 0%, IL-1B inflam inh 19 and HT1080-NT tox 5%.
For CN(C)S(=O)(=O)c1cccc(NC(=O)CC23CC4CC(CC(C4)C2)C3)c1 the results were ATXN viability inactive, SW480 rereplic 7%, ATXN2 expr inh -12%, MCF10A rereplic 16%, KB-3-1 tox -4%, HepG2 viability -3%, HT1080 IDH1KD tx -14%, IL-1B inflam inh 3 and HT1080-NT tox -8%.
Screening OCCNc1nnc(-c2ccccc2)c(-c2ccccc2)n1 returned ATXN viability inactive, SW480 rereplic -21%, ATXN2 expr inh -26%, MCF10A rereplic 14%, KB-3-1 tox -2%, HepG2 viability -49%, HT1080 IDH1KD tx -15%, IL-1B inflam inh 15 and HT1080-NT tox -2%.
`CCc1ccc(CNC(=O)c2ccc(Cn3c(=O)c4cccn4c4cccnc43)cc2)cc1` gave ATXN viability inactive, ATXN2 expr inh -2%, KB-3-1 tox 9% and HepG2 viability -1%.
COc1cccc2cc(C(=O)C3=C(O)C(=O)N(CCN4CCOCC4)C3c3ccc(C)o3)oc12 (stereo not given) was read as ATXN viability inactive, SW480 rereplic inconclusive, ATXN2 expr inh 2%, MCF10A rereplic -2%, KB-3-1 tox 6%, HepG2 viability 5%, HT1080 IDH1KD tx 14%, IL-1B inflam inh 25 and HT1080-NT tox 5%.
For O=C(CCN1CCOCC1)Nc1cc(C(=O)Nc2ccc(Cl)cc2)ccc1N1CC2CC(C1)c1cccc(=O)n1C2 (stereo not given) the results were ATXN viability inactive, SW480 rereplic -2%, ATXN2 expr inh -15%, MCF10A rereplic 0%, KB-3-1 tox -6%, HepG2 viability -16%, HT1080 IDH1KD tx -10%, IL-1B inflam inh -63* and HT1080-NT tox -18%.

Random excerpt: 2 entries already listed, in no set order.
`O=C(NCCN1CCOCC1)c1cc2ccccc2o1` gave ATXN viability inactive, SW480 rereplic -1%, ATXN2 expr inh 3%, MCF10A rereplic 0%, KB-3-1 tox 17%, HepG2 viability -35%, HT1080 IDH1KD tx 0%, IL-1B inflam inh 19 and HT1080-NT tox 5%.
COc1cccc2cc(C(=O)C3=C(O)C(=O)N(CCN4CCOCC4)C3c3ccc(C)o3)oc12 (stereo not given) was read as ATXN viability inactive, SW480 rereplic inconclusive, ATXN2 expr inh 2%, MCF10A rereplic -2%, KB-3-1 tox 6%, HepG2 viability 5%, HT1080 IDH1KD tx 14%, IL-1B inflam inh 25 and HT1080-NT tox 5%.

New compounds follow:
For Cc1c(N2C(=O)CS/C2=N\N=C\c2ccccc2O)c(=O)n(-c2ccccc2)n1C the results were ATXN viability inactive, SW480 rereplic -5%, ATXN2 expr inh 12%, MCF10A rereplic 23%, KB-3-1 tox -2%, HepG2 viability -2%, HT1080 IDH1KD tx -2%, IL-1B inflam inh -4 and HT1080-NT tox 4%.
`COc1ccc(-c2ccc(OC)cc2)cc1` gave ATXN viability inactive, SW480 rereplic -5%, ATXN2 expr inh 27%, MCF10A rereplic 17%, KB-3-1 tox 2%, HepG2 viability -4%, HT1080 IDH1KD tx 10%, IL-1B inflam inh -11 and HT1080-NT tox 6%.
CC(CNC(=O)CN1C(=O)NC2(CCCCC2)C1=O)c1ccccc1 (stereo not given) was read as ATXN viability inactive, SW480 rereplic 8%, ATXN2 expr inh -10%, MCF10A rereplic -4%, KB-3-1 tox 11%, HepG2 viability 1%, HT1080 IDH1KD tx 21%, IL-1B inflam inh 0 and HT1080-NT tox 6%.
For COc1cc(C)c(CN2CCN(S(=O)(=O)c3ccc(Cl)s3)CC2)cc1OC the results were ATXN viability inactive, SW480 rereplic 4%, ATXN2 expr inh -3%, MCF10A rereplic 19%, KB-3-1 tox inconclusive, HepG2 viability -33%, HT1080 IDH1KD tx -1%, IL-1B inflam inh -12 and HT1080-NT tox -9%.
For CC(c1ccccc1)N1C(=O)c2ccc(C(=O)Nc3ccccc3C(=O)O)cc2C1=O (stereo not given) the results were ATXN viability inactive, SW480 rereplic 0%, ATXN2 expr inh 5%, MCF10A rereplic 11%, KB-3-1 tox -19%, HepG2 viability -8%, HT1080 IDH1KD tx -21%, IL-1B inflam inh 37 and HT1080-NT tox -1%.
For Cc1ccc(NC(=O)CSc2nnc(C3CC3)n2CC2CCCO2)cc1C (stereo not given) the results were ATXN viability inactive, SW480 rereplic 10%, ATXN2 expr inh 1%, MCF10A rereplic -1%, KB-3-1 tox -1%, HepG2 viability -6%, HT1080 IDH1KD tx 11%, IL-1B inflam inh 18 and HT1080-NT tox 6%.
COc1ccc(-c2nnc(-c3cccnc3)o2)cc1 was read as ATXN viability inactive, SW480 rereplic -2%, ATXN2 expr inh 21%, MCF10A rereplic 5%, KB-3-1 tox -7%, HepG2 viability 0%, HT1080 IDH1KD tx 15%, IL-1B inflam inh inconclusive and HT1080-NT tox 16%.
Screening CCOc1ccccc1CNn1nnnc1N returned ATXN viability inconclusive, SW480 rereplic -19%, ATXN2 expr inh 13%, MCF10A rereplic -2%, KB-3-1 tox 1%, HepG2 viability 2%, HT1080 IDH1KD tx 5%, IL-1B inflam inh 14 and HT1080-NT tox 5%.
CCOC1=C2[C@@H](CN(S(=O)(=O)c3ccc(C)cc3)[C@H]2c2ccc(CC)cc2)[C@H]2C(=O)N(C)C(=O)[C@H]2C1 was read as ATXN viability inactive, ATXN2 expr inh -8%, KB-3-1 tox 0%, HepG2 viability 2%, HT1080 IDH1KD tx 11%, IL-1B inflam inh -18 and HT1080-NT tox 19%.
`N#CC(=C(O)COC(=O)CCCNC(=O)c1ccc(Cl)cc1)c1nc2ccccc2[nH]1` gave ATXN viability inconclusive, SW480 rereplic inconclusive, ATXN2 expr inh inconclusive, MCF10A rereplic inconclusive, KB-3-1 tox 2%, HepG2 viability 5%, HT1080 IDH1KD tx 0%, IL-1B inflam inh -97* and HT1080-NT tox -2%.
`Cc1ccc(S(=O)(=O)N2CCCN(C(=O)OC(C)(C)C)CC2)cc1` gave ATXN viability inactive, SW480 rereplic -19%, ATXN2 expr inh -5%, MCF10A rereplic 0%, KB-3-1 tox 1%, HepG2 viability 4%, HT1080 IDH1KD tx -1%, IL-1B inflam inh -7 and HT1080-NT tox -3%.
For CCC(C)[C@H]1CN=C(N)N1CC1CCCCC1 (stereo not given in full) the results were ATXN viability inactive, SW480 rereplic 22%, ATXN2 expr inh 9%, MCF10A rereplic 1%, KB-3-1 tox inconclusive, HepG2 viability -4%, HT1080 IDH1KD tx -8%, IL-1B inflam inh -1 and HT1080-NT tox -5%.
`COc1ccc2nc(NC(=O)CN3C(=O)NC4(CCCCC4)C3=O)sc2c1` gave ATXN viability inconclusive, SW480 rereplic -6%, ATXN2 expr inh 6%, MCF10A rereplic 7%, KB-3-1 tox 22%, HepG2 viability 4.5µM*, HT1080 IDH1KD tx -5%, IL-1B inflam inh 0 and HT1080-NT tox -1%.
Screening Cc1ccc(C)c(S(=O)(=O)Nc2ccc3sc(C)nc3c2)c1 returned ATXN viability inactive, SW480 rereplic 0%[9.22 µM], ATXN2 expr inh -3%, MCF10A rereplic 9%, KB-3-1 tox inconclusive, HepG2 viability -10%, HT1080 IDH1KD tx inconclusive, IL-1B inflam inh 12 and HT1080-NT tox inconclusive.
Screening CCOc1ccc(S(=O)(=O)N2CCOCC2)c2ccccc12 returned ATXN viability inactive, SW480 rereplic -7%, ATXN2 expr inh -12%, MCF10A rereplic inconclusive, KB-3-1 tox 14%, HepG2 viability 1%, HT1080 IDH1KD tx -8%, IL-1B inflam inh 10 and HT1080-NT tox -2%.
Screening CCCOC(=O)c1ccc(NC(=O)c2ccc(Br)o2)cc1 returned ATXN viability inactive, SW480 rereplic -13%, ATXN2 expr inh 51%[activator], MCF10A rereplic 1%, KB-3-1 tox 18%, HepG2 viability -17%, HT1080 IDH1KD tx -19%, IL-1B inflam inh -8 and HT1080-NT tox -5%.
Screening NC(=O)c1csc(-c2ccncc2)n1 returned ATXN viability inactive, SW480 rereplic -1%, ATXN2 expr inh -8%, MCF10A rereplic 5%, KB-3-1 tox -1%, HepG2 viability -26%, HT1080 IDH1KD tx -3%, IL-1B inflam inh 9 and HT1080-NT tox 1%.
`CC(C)(CNC(=S)NCCc1ccccc1)CNC(=S)NCCc1ccccc1` gave ATXN viability inconclusive, SW480 rereplic inconclusive, ATXN2 expr inh inconclusive, MCF10A rereplic 23µM*, KB-3-1 tox inconclusive, HepG2 viability -39%, HT1080 IDH1KD tx inconclusive, IL-1B inflam inh -70* and HT1080-NT tox inconclusive.
